# Assay outcomes as filed in PubChem BioAssay.
# PfG6PD inh: PfG6PD (Plasmodium falciparum) enzyme inhibition; 350,000 compounds, 0.78% hits; inhibition, % at 20 µM; PfGluPho enzyme, NADPH resazurin-diaphorase fluorescence;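 active = inhibition reaching at least a set limit at 20 µM in the primary screen, cut at about 59% in these data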;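 note: 0% = DMSO wells with substrate and 100% = DMSO wells lacking glucose-6-phosphate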
# SENP8 block-1: inhibitors of human SENP8 protease | inhibition, % at 20 µM | Q96LD8 | AID 602440 | recombinant SENP8, Nedd8 substrate fluorescence | 360,000 compounds, 0.64% hits; in the data active = inhibition mostly above about 40%, no sharp cut-off; inactive = mostly below about 27%
# Target sequence (Q96LD8 whole entry, looked up): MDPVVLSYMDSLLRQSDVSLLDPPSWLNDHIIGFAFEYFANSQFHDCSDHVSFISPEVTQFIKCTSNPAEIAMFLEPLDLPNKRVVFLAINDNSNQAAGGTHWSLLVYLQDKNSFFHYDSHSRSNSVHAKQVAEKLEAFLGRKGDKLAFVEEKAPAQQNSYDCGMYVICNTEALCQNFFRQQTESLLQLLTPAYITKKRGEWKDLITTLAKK
# SENP8 block-2: blocks the human protease SENP8; Q96LD8; purified SENP8, Z-RLRGG-aminoluciferin cleavage, luminescence; inhibition, % at 10 µM; 330,000 compounds, 1.2% hits; AID 2540; in the data active = inhibition above about 50%
# SENP6 block: inhibitors of human SENP6 protease. Q9GZR1. Recombinant SENP6 catalytic domain, aminoluciferin luminescence. inhibition, % at 10 µM. 330,000 compounds, 1.8% hits. AID 2599;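 active = inhibition above about 50% at the single tested dose, limit read from the data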;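 note: plate controls were DMSO wells with enzyme for no effect and DMSO wells lacking enzyme for full effect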
# Target sequence (Q9GZR1 628-1112 limits assumed): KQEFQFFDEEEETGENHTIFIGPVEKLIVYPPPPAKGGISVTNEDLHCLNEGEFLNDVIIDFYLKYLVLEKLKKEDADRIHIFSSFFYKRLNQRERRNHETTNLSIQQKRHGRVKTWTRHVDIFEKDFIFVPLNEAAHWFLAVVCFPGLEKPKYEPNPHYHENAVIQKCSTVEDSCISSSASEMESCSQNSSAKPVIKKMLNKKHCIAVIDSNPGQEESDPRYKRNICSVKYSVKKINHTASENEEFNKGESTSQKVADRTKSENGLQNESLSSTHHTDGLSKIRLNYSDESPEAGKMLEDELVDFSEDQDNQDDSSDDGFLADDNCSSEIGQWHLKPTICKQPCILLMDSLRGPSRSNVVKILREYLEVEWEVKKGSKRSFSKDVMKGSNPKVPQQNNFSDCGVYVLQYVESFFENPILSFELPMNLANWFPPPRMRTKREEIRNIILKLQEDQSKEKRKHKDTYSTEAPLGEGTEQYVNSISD
# HKDC1 inh: blocks human hexokinase HKDC1 activity; Q2TB90; recombinant HKDC1, G6PDH/diaphorase resazurin coupled fluorescence; inhibition, % at 20 µM; 340,000 compounds, 0.16% hits; AID 493160;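 active = inhibition above about 35% when tested at 20 µM, limit read from the data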;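 note: plate controls were DMSO wells with enzyme for no effect and DMSO wells lacking enzyme for full effect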
#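 Material – in-house recombinant HK5 (HKDC1) enzyme · Quantity – HKDC1 at 5 µg/mL · Buffer or medium – pH 8.0 Tris buffer with 10 mM MgCl2 · Reagent – glucose with 1 mM ATP · Dosing – single 20 µM dose · Times – reaction time 90 min, room temperature, protected from light · Technique – resorufin fluorescence at 613 nm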
# SENP1 FRET inh: blocks the human SENP1 SUMO protease catalytic domain | Q9P0U3 | recombinant SENP1 catalytic domain, CyPet-SUMO1-YPet FRET cleavage | inhibition, % at 10 µM | 360,000 compounds, 0.21% hits;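 active = inhibition at least 30% at 10 µM, raw YFP signal under a set limit, fluorescence ratio 0.5 to 1.5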;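 note: 0% = enzyme with DMSO and 100% = no enzyme wells; some results filed as inactive read as strong as hits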
#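 Material: hSENP1 catalytic domain, recombinant; medium: Tris pH 8 with BME, BSA, NP40 and catalase; compound: single concentration of 10 µM compound, 0.5% DMSO final; technique: FRET read of cyan and yellow fluorescence; timing: 50 min enzyme reaction, room temperature, light-protected; reagent: SFCypet-SUMO1-SFYpet substrate at 25 nM; control set: no-enzyme low, enzyme-DMSO high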
# SENP7 inh: SENP7 protease inhibition; recombinant SENP7, Z-RLRGG-aminoluciferin luminescence, 40 min; inhibition, % at 5 µM; 330,000 compounds, 1.5% hits; AID 434973;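 active = inhibition above about 50% at the single test dose, limit read from the data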;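 note: plate controls were DMSO with enzyme for no effect and no enzyme buffer wells for full effect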
# UBC13 polyUb: human UBC13 polyubiquitination inhibition; AID 485273; 330,000 compounds, 0.47% hits; inhibition, % at 20 µM; UBC13 polyubiquitin chain formation, TR-FRET; in the data active = inhibition above about 45%, passing the limit was not always enough
# Target sequence (P61088 whole entry, looked up): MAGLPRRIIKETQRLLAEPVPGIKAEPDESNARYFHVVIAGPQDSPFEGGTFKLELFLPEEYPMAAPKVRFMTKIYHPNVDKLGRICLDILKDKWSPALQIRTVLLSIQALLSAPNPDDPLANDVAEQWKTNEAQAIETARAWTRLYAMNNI
# beta cell repl: induces beta-cell replication in MIN6 cells; MIN6 cells proliferation, ATPlite luminescence, 48 h; cells starved in 0.2% serum; 100% = growth in 10% serum; proliferation, % at 10 µM; 330,000 compounds, 0.29% hits; AID 2380;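 active = compounds whose signal lies at least 3.5 SD above the mean of all wells on their plate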;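 note: 0% = DMSO-treated cells in low-serum medium and 100% = 10% serum control; some compounds called inactive have numbers as strong as hits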
# An asterisk follows results filed as active; x = no result given.
# Sequence of screens: PfG6PD inh	SENP8 block-1	SENP8 block-2	SENP6 block	HKDC1 inh	SENP1 FRET inh	SENP7 inh	UBC13 polyUb	beta cell repl
1. Cc1nc2ccc(S(=O)(=O)Nc3cccc(-c4nc5cccnc5s4)c3C)cc2s1
    -7.4	-82.1	11.4	0.4	0.9	-5.0	7.7	-15.8	-7.5
2. O=C(Cc1ccc(O)cc1)N/N=C/c1cccs1
    -1.6	28.7	-9.4	-9.1	-1.4	1.6	18.9	-9.2	-2.8
3. OCCOCCOc1ccc(-c2nn[nH]n2)cc1
    -8.0	4.2	-11.0	-7.1	14.7	0.8	2.4	-4.9	-2.1
4. N#C/C(=C/c1cn(CC(=O)O)c2ccccc12)C(=O)Nc1ccccc1
    -1.8	-2.2	10.4	-7.3	-5.6	-34.4	-3.5	-15.6	-3.7
5. O=C(O)C(C1CCCCC1)C1(O)CCCC1 (stereo not given)
    -3.1	11.7	x	x	-7.8	2.9	x	x	x
6. CCCCC(=O)Nc1nnn(CCC)n1
    -8.5	9.8	-3.4	-8.0	-4.6	0.2	8.0	6.1	-3.2
7. CCC(OC(=O)c1cc2sccc2n1C)C(=O)NCc1ccco1 (stereo not given)
    -2.9	10.3	-1.2	-16.5	-9.4	0.8	-2.8	7.7	-2.8
8. COc1cc(/C=C2/C(=O)NN(c3ccccc3)C2=O)cc(Br)c1O
    3.6	22.1	2.5	15.1	10.6	3.5	6.2	-430.2	-2.2
9. O=C1CCc2cc(S(=O)(=O)NCCc3ccccc3)cc3c2N1CC3
    5.1	4.1	8.1	-12.8	-2.0	-0.4	-1.0	3.1	-1.9
10. COc1ccccc1N1CCN(C2CC(=O)N(c3cccc(Cl)c3)C2=O)CC1 (stereo not given)
    -21.8	8.0	10.3	-8.9	3.8	2.4	-2.7	2.4	-0.6
11. COc1cccc(-c2noc(CCCC(=O)Nc3ccc(C(N)=O)cc3)n2)c1
    9.9	20.7	-2.8	-5.0	-6.0	-0.4	4.3	-10.4	1.5
12. O=C(OCCN1C(=O)c2ccccc2C1=O)c1cc(S(=O)(=O)N2CCOCC2)ccc1F
    20.5	1.1	-3.8	-14.5	-6.0	1.0	5.2	2.2	-5.8
13. Cc1cccc(N2C(=O)CC(NNc3nc4ccccc4s3)C2=O)c1 (stereo not given)
    -0.3	6.8	-0.8	3.9	2.7	3.7	5.1	10.1	-2.0
14. CCOC(=O)N1CCN(C(=S)NC2CCCCC2)CC1
    -1.1	9.0	-2.0	4.6	8.3	-1.2	2.0	5.6	-0.9
15. COc1ccc(OCC(=O)Nc2ccc(C)cc2)cc1
    11.7	21.6	0.7	12.5	-5.7	2.9	-8.0	6.1	-3.7
16. Cn1nc(-c2ccccc2)cc1NC(=O)c1cccs1
    4.5	13.9	3.5	-10.0	5.5	0.2	-5.7	7.1	1.0
17. CCCCN1C(=O)C(=O)N(CC(=O)c2cc(C)n(C3CC3)c2C)C1=O
    2.6	7.2	-14.2	12.3	3.3	-0.3	-7.2	-15.4	-2.2
18. O=C(CSc1nccn1-c1ccccc1)N1CCc2ccccc21
    -12.8	10.7	-12.3	-14.9	7.5	0.1	3.5	-2.7	-1.0
19. O=c1[nH]c(-c2ccccc2)nc(-c2ccccc2)c1Cl
    -28.7	-344.6	2.5	-36.8	-2.2	2.2	-3.4	5.0	1.2
20. O=C1C2=C(CCCC2)C(=O)N1CNc1ccccc1
    5.5	26.3	-7.0	-4.2	-4.3	-1.7	-2.0	-0.8	1.6
21. CCOc1ccc(NC(=O)N2CCCC2C(=O)NCC2CCCO2)cc1 (stereo not given)
    -0.8	18.4	-7.1	2.2	-2.5	0.8	-13.7	-5.9	-0.5
22. CC(C)c1nc2cc(C(=O)N(C)C3CCOCC3)ccc2o1
    -11.6	6.0	3.9	11.1	-7.7	4.3	-3.9	-9.0	-5.0
23. CN(Cc1cccc2cnccc12)C(=O)CCc1nnc(CCc2ccccc2)o1
    0.9	-4.1	1.5	2.3	6.2	-3.8	7.8	-0.3	-0.8
24. CN(C)CCn1c(COc2ccccc2)nc2ccccc21
    -0.4	14.4	4.7	-13.8	-6.4	-1.9	-12.0	11.6	-0.5
25. CN(C)C(=O)COc1ccc2cc(-c3ccccc3)c(=O)oc2c1
    17.9	-261.2	4.5	11.0	2.0	-10.5	19.1	27.4	-1.9
26. CCCCOc1ccc(CN2CCCCC2)cc1
    -9.1	8.2	-2.9	-11.6	5.4	-0.2	6.7	4.9	1.7
27. CC(C)(C)n1nnnc1CN1CCN2CCCC2C1 (stereo not given)
    -1.1	13.3	1.4	-2.7	1.5	0.4	-0.7	11.3	-3.0
28. Cc1ccc2c(c1)C(=O)CC(c1ccc3c(c1)OCCO3)O2 (stereo not given)
    8.7	14.5	-8.4	-29.4	4.6	1.2	-6.6	3.5	-6.6
29. O=C(Cc1ccsc1)NNC(=O)c1cccc(Cl)c1
    -7.7	-1.1	-4.6	0.7	-0.3	-0.5	-0.1	-0.1	0.6
30. CCOC(=O)c1c(/N=C/c2cccc([N+](=O)[O-])c2O)sc(C)c1C
    12.5	10.4	-4.9	-15.2	3.4	11.3	13.0	-44.7	0.0

# Nothing new here: 2 of the compounds above.
# Sequence of screens: PfG6PD inh	SENP8 block-1	SENP8 block-2	SENP6 block	HKDC1 inh	SENP1 FRET inh	SENP7 inh	UBC13 polyUb	beta cell repl
29. O=C(Cc1ccsc1)NNC(=O)c1cccc(Cl)c1
    -7.7	-1.1	-4.6	0.7	-0.3	-0.5	-0.1	-0.1	0.6
30. CCOC(=O)c1c(/N=C/c2cccc([N+](=O)[O-])c2O)sc(C)c1C
    12.5	10.4	-4.9	-15.2	3.4	11.3	13.0	-44.7	0.0

# Going on with the list:
# Sequence of screens: PfG6PD inh	SENP8 block-1	SENP8 block-2	SENP6 block	HKDC1 inh	SENP1 FRET inh	SENP7 inh	UBC13 polyUb	beta cell repl
31. Nc1o[nH]c(=O)c1Cc1ccccc1
    -10.5	28.4	0.0	7.0	-0.5	3.4	1.3	7.0	1.0
32. CNCCCOc1cc(C)cc(C)c1C
    -7.8	16.3	-1.4	-10.8	-3.1	1.0	0.6	10.6	-3.8
33. Cc1cc(NC(=O)c2nn(C)c(C)c2Br)no1
    17.1	5.1	-3.9	-1.6	-5.5	-1.6	-5.8	0.2	1.6
34. Cc1csc(NC(=O)CN2C(=O)c3ccccc3C2=O)c1C(N)=O
    16.6	12.6	-5.6	-5.5	-0.2	-0.2	10.0	-2.9	-1.9
35. O=C(Nc1nccs1)c1ccc2ccccc2c1
    21.1	-1.3	69.2*	73.5*	2.4	-1.7	71.6*	-0.9	-2.1
36. COC(=O)CCCCCN1C(=O)NC(c2ccc(-c3ccccc3)cc2)C(C(=O)OCc2ccccc2)=C1C (stereo not given)
    13.9	x	-9.0	-1.4	6.4	x	0.0	6.7	-7.9
37. CN(C)S(=O)(=O)c1c(Cl)cccc1Cl
    8.1	4.8	2.8	5.2	-2.9	-0.8	2.6	-9.5	0.2
38. Cc1ccc(-n2c(=O)[nH]c3c(C(N)=O)nc(-c4ccc(C)o4)nc32)cc1
    7.2	-424.2	2.4	9.4	6.4	-6.1	0.9	15.4	0.1
39. COc1ccc(-c2noc(Cn3cc(S(=O)(=O)N4CCCC4)ccc3=O)n2)cc1
    6.2	-6.3	4.7	3.3	-4.1	-14.6	-2.0	-2.1	-2.3
40. Cc1ccc(-c2c(C(=O)N/N=C/c3sccc3C)nnn2-c2nonc2N)cc1
    87.6*	-31.0	-6.8	-5.7	2.2	2.5	-0.1	-6.7	-4.2
41. CCOC(=O)n1c(=O)n(Cc2ccc(F)cc2)c2ccccc21
    3.7	13.6	-4.7	7.1	-7.7	-1.5	-0.8	18.9	4.9
42. Cc1cc(N2CCN(S(=O)(=O)c3ccc(Br)cc3)CC2)n2ncnc2n1
    0.2	22.6	-0.5	-14.0	-4.2	0.1	-8.5	-11.3	2.6
43. COCCNc1nnc(SCC(=O)NNC(=O)c2ccccc2)s1
    -31.8	9.7	-7.1	-10.9	12.4	1.8	-3.1	-15.0	-1.6
44. O=C(NC1CCCCC1)c1cnn2c(C(F)(F)F)cc(-c3ccco3)nc12
    11.1	-286.1	7.7	-4.0	14.8	-31.9	7.5	8.2	-1.6
45. COc1ccc(N(CCCN2C(=O)c3cccc4cccc(c34)C2=O)C(=O)c2cccnc2)cc1
    8.5	-49.0	3.5	0.4	35.6*	2.1	5.6	-12.7	7.0
46. CCCCOP(=O)(OCCCC)C1(NS(=O)(=O)c2ccccc2)C=CC(=O)c2ccccc21 (stereo not given)
    29.3	22.5	-4.8	-14.3	25.6	0.6	5.1	0.3	-6.0
47. O=C(CN(C(=O)c1csnn1)c1ccccc1F)NCc1ccc2c(c1)OCO2
    -12.1	1.6	4.0	-1.0	-6.8	0.7	1.6	1.9	-0.3
48. CCOc1ccc(OCC)c(NC(=O)CN2CCN(c3cccc(C)c3C)CC2)c1
    6.1	13.8	-3.1	2.4	-6.8	1.0	4.7	-7.4	1.3
49. CC1CCN(c2nc3c(c(=O)n(C)c(=O)n3C)n2CCSc2ncccn2)CC1
    25.1	12.1	2.3	-2.4	-0.7	3.1	0.0	3.1	-3.3
50. CC1=CC(=O)C(C(C)C)=C/C1=C(\c1cc(C(C)C)c(OP(=O)(O)O)cc1C)c1ccccc1C(=O)O
    -52.3	8.8	-0.8	-6.4	10.9	0.4	1.9	-16.4	-4.9
51. COc1cc(CNC(=O)CCCC/C=C\C(C)C)ccc1O
    x	x	-0.8	-8.4	x	x	4.2	-3.0	-2.2

# Structural class, those above with fluorine.
# Sequence of screens: PfG6PD inh	SENP8 block-1	SENP8 block-2	SENP6 block	HKDC1 inh	SENP1 FRET inh	SENP7 inh	UBC13 polyUb	beta cell repl
12. O=C(OCCN1C(=O)c2ccccc2C1=O)c1cc(S(=O)(=O)N2CCOCC2)ccc1F
    20.5	1.1	-3.8	-14.5	-6.0	1.0	5.2	2.2	-5.8
41. CCOC(=O)n1c(=O)n(Cc2ccc(F)cc2)c2ccccc21
    3.7	13.6	-4.7	7.1	-7.7	-1.5	-0.8	18.9	4.9
44. O=C(NC1CCCCC1)c1cnn2c(C(F)(F)F)cc(-c3ccco3)nc12
    11.1	-286.1	7.7	-4.0	14.8	-31.9	7.5	8.2	-1.6
47. O=C(CN(C(=O)c1csnn1)c1ccccc1F)NCc1ccc2c(c1)OCO2
    -12.1	1.6	4.0	-1.0	-6.8	0.7	1.6	1.9	-0.3

# Grouped by structure, the compounds so far containing a COOH group
# Sequence of screens: PfG6PD inh	SENP8 block-1	SENP8 block-2	SENP6 block	HKDC1 inh	SENP1 FRET inh	SENP7 inh	UBC13 polyUb	beta cell repl
4. N#C/C(=C/c1cn(CC(=O)O)c2ccccc12)C(=O)Nc1ccccc1
    -1.8	-2.2	10.4	-7.3	-5.6	-34.4	-3.5	-15.6	-3.7
5. O=C(O)C(C1CCCCC1)C1(O)CCCC1 (stereo not given)
    -3.1	11.7	x	x	-7.8	2.9	x	x	x
50. CC1=CC(=O)C(C(C)C)=C/C1=C(\c1cc(C(C)C)c(OP(=O)(O)O)cc1C)c1ccccc1C(=O)O
    -52.3	8.8	-0.8	-6.4	10.9	0.4	1.9	-16.4	-4.9
